Screens: PubChem BioAssay, University of Kansas High Throughput Screening Laboratory
mHTT CaM bind – mutant huntingtin-calmodulin interaction inhibitors – biochemical, AlphaScreen, primary screen; P42858; AlphaScreen His-mHTT/GST-CaM binding, luminescence; inhibition, % at 15 µM; hit rate 3.6% among 190,000;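 note: 0% = both proteins with DMSO and 100% = one protein alone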
Pf apPOL block – Pf-apPOL inhibitors, biochemical, fluorescence; Plasmodium falciparum apicoplast DNA polymerase (apPOL); Recombinant Pf-apPOL, molecular beacon fluorescence, 1.5 h; inhibition, % at 10 µM; hit rate 0.25% among 210,000; AID 1794808, 2022
Starred values were filed as active, the others as inactive; i = inactive; · = no result given; & = joins results of further samples. Cut-off read from the data, not from the text of the source: active = inhibition above about 50%; inactive = the rest.

Every second line gives: mHTT CaM bind, Pf apPOL block
- CCc1cc2c(=O)c(-c3ccc4c(c3)OCCO4)coc2cc1OCc1cccc(OC)c1
    -10, 1
- CCOc1ccc(C(=O)NCc2cccnc2-c2ccc(F)cc2)cc1
    -14, -3
- CCOC(=O)c1[nH]c2c(c1C)C(=O)CC(C)(C)C2
    -1, ·
- COc1ccc(CCS(=O)(=O)Nc2ccc(CC(=O)N3CCOCC3)cc2)cc1
    -8, 2
- CCC1CCCCN1S(=O)(=O)c1ccc(C(=O)Nc2nnc(-c3ccccc3Cl)o2)cc1 (stereo unspecified)
    6, -16
- N#C/C(=C\c1ccc(O)c([N+](=O)[O-])c1)c1nc(-c2ccc3c(c2)OCO3)cs1
    34, -4
- Cn1c(=O)nc(-c2ccccc2)c2cc([N+](=O)[O-])ccc21
    7, 2
- CCC(=O)Nc1ccc(NC(=O)c2ccc(Br)o2)cc1
    -1, -6
- NC(=O)Cn1c(=O)n(Cc2ccc3c(c2)OCO3)c(=O)c2ccccc21
    -1, 1
- Cc1ccc2nc3nc(C)cc(C)c3c(N)c2c1
    6, 5
- CCCc1nc2c(c(=O)n1CC(=O)Nc1cccc(F)c1)CCN(Cc1ccccc1)C2
    -2, -5
- C#CC1(O)CCC2C3CCc4cc(Oc5ccc([N+](=O)[O-])cc5)ccc4C3CCC21C (stereo unspecified)
    ·, -6
- Cc1cccc(C(=O)N2CCC3(CC2)NC(=O)N(Cc2ccccc2Cl)C3=O)c1
    5, -2
- Cc1cccc(OCC(=O)N2CCc3c(c(-c4nc(C)no4)nn3C)C2)c1
    -4, -1
- C/C(=C\c1cccs1)[N+](=O)[O-]
    -1, ·
- O=C(Cn1cncn1)c1ccccc1Cl
    -3, -1
- C=CCNC(=O)c1csc(-c2ccccc2OC)n1
    -7, -5
- COc1ccc(C2C(C#N)=C(N)OC3=C2C(=O)CC(C)C3)c(OC)c1OC (stereo unspecified)
    3, -4
- COc1ccc(CNC(=O)C2CCCCC2)cc1
    -10, -6
- CCN(CC)c1nc2cc(C(=O)OC)ccc2c(=O)n1Cc1ccc(C)cc1
    -21, 0
- COc1ccc(C2C(C(=O)NCc3ccccn3)c3ccccc3C(=O)N2C)cc1OC (stereo unspecified)
    3, -4
- OCc1cc(C(F)(F)F)cc(C(F)(F)F)c1
    -2, ·
- Cc1cc(OCCOCCN2CCN(C)CC2)cc(C(C)C)c1
    3, -7
- CC(C)COC(=NS(=O)(=O)c1ccccc1)c1ccccc1
    -20, 4
- COc1ccc([C@H]2C=C3CNS(=O)(=O)[C@H]3C[C@H]2OC(=O)c2ccc(Cl)cc2)cc1
    60*, -6
- COc1ccc2c(N3CCC(C(=O)Nc4cc(C)cc(C)c4)CC3)c(C#N)cnc2c1
    -1, -2
- CC1(C)CC(=O)C2=C(C1)N(c1ccccc1)C(N)=C(C#N)C2c1ccsc1 (stereo unspecified)
    13, 2
- Cc1nc2c(C(=O)NCc3ccc(Cl)cc3)cnn2c(C)c1Cc1ccccc1
    3, -2
- COc1cc(C(Nc2cc(C)ccn2)c2ccc3ccc(C)nc3c2O)cc(OC)c1OC (stereo unspecified)
    89*, 2
- CCCCN(C)Cc1cc(O)ccc1[N+](=O)[O-]
    -2, -4
- COc1ccc(C2C(=C(O)c3ccc(F)cc3)C(=O)C(=O)N2CCN2CCOCC2)cc1OC (stereo unspecified)
    2, -2
- COc1ccc(CCNC(=O)C2CCCN(c3nccc(C)n3)C2)cc1OC (stereo unspecified)
    2, -3
- COc1ccc(NC(=O)c2cc3nc(-c4ccc(Cl)cc4)cc(C(F)(F)F)n3n2)cn1
    0, -4
- CC(C)CC(=O)N1CCC(c2nc3cccnc3n2C)C1 (stereo unspecified)
    2, -1
- CCn1c(-c2cc(NC(C)=O)n[nH]2)cc2c(OC)cccc21
    19, -2
- COc1ccc(C2CC(C(F)(F)F)n3nc(C(=O)NC(C)(C)C)cc3N2)cc1 (stereo unspecified)
    3, -12
- Cc1c(C(=O)Nc2c3c(nn2-c2ccc(Cl)cc2)CS(=O)(=O)C3)cccc1[N+](=O)[O-]
    5, -3
- O=c1[nH]c2ccc(S(=O)(=O)Nc3ccc(F)cc3Cl)cc2[nH]c1=O
    3, 4
- Cn1c(=O)[nH]c(=O)c2c1nc(Br)n2CCN1C(=O)c2ccccc2C1=O
    0, -2
- CCNC(=O)N1CCCC(c2cccc(C(=O)NCc3ccc(OC)cc3OC)c2)C1 (stereo unspecified)
    20, -4
- CN1C/C(=C\c2ccccc2F)C(=O)/C(=C/c2ccccc2F)C1
    31, -2
- COc1cccc2cc(-c3cc(=O)oc4cc(C)ccc34)oc12
    -8, 0
- COc1ccc(C2(CN=Cc3cccc([N+](=O)[O-])c3)CCCC2)cc1OC
    -3, 2
- CCOc1ccccc1CNC(=O)C1CC(=O)N(c2ccc3oc(C)nc3c2)C1 (stereo unspecified)
    15, -2
- CCC(C)N1CCN(C(=O)c2ccncc2)CC1 (stereo unspecified)
    -1, 2
- Cc1cccc(CNC(=O)c2ccc3c(c2)Sc2ncccc2C(=O)N3C)c1
    -6, -4
- Cc1ccc2nc(CCC(=O)NCc3cc(F)cc(F)c3)n(C)c(=O)c2c1
    -8, 3
- COc1ccc(-n2nc3c(c2NC(=O)C2CCCC2)CS(=O)C3)cc1 (stereo unspecified)
    7, 3
- O=C(Nc1cccs1)N1CCN(c2ncccn2)CC1
    ·, 0
- O=C1NC2(CCN(C(=O)NC3CCCCC3)CC2)Nc2c(Cl)cccc21
    1, -4
- NC(=O)c1c(N)sc2c1CCC2
    ·, -9
- O=C(NCc1ccccc1Cl)c1cc2n(n1)C(C(F)(F)F)CC(c1ccc3c(c1)OCO3)N2 (stereo unspecified)
    3, -1
- CCCCCCCCCCCCN1C/C(=C\C(=O)OCC)c2ccccc2S1(=O)=O
    -91, 0
- CC(C)NC(=O)c1cc(-c2ccc3ccccc3c2)on1
    -13, -2
- CCCc1nc(-c2ccc(-c3ccc(F)cc3)cc2)no1
    -23, 4
- CC1(C)CC(=O)C2=C(C1)Nc1ccccc1NC2c1ccccc1C(F)(F)F (stereo unspecified)
    6, -2
- COc1ccc(OC)c(NC(=O)CN2CCC(c3nc(-c4cccc(F)c4)no3)CC2)c1
    3, -3
- CCCCCCCCN1CN2Cc3cc(OC)ccc3C2CS1(=O)=O (stereo unspecified)
    -1, -8
- O=c1nc2cc3[nH]c4c(=O)c5ccccc5c4[nH]c3cc2n1
    19, 0
- Cc1cc(Br)cc(C)c1NC(=O)C(C)C
    -7, -11

Continuation:
Every second line gives: mHTT CaM bind, Pf apPOL block
- CCc1ccccc1NC(=O)C(=O)NCc1ccc(F)cc1
    -11, -11
- [O-]/[N+](=N/OCc1ccccc1)c1cccc(Br)c1
    i, ·
- Cc1ccc(NC2=CC(c3ccc4c(c3)OCO4)N(c3ccc(C)cc3)C2=O)cc1 (stereo unspecified)
    0, -1
- O=C(Nc1ccc(Cl)cc1Cl)c1cccnc1Cl
    -10, -4
- Cc1c(F)cccc1N1CCC(C(=O)NCc2ccccc2)C1=O (stereo unspecified)
    -4, -10
- COc1ccc(-c2cc(C(=O)Nc3cc(Cl)ccc3C)no2)cc1
    -1, -1
- CCSc1sccc1C1C(C#N)=C(N)N(c2ccc(F)cc2)C2=C1C(=O)CCC2 (stereo unspecified)
    9, -7
- O=C(NCCC1=CCCCC1)C1CCCN(c2ncc(-c3ccccc3)cn2)C1 (stereo unspecified)
    -5, 7
- COc1ccc(C(=O)N2CCN(C(=O)c3ccc(-c4ccccc4)cc3)CC2)cc1
    0, -10
- Cc1ccc(NC(=O)CNS(=O)(=O)c2ccc(Br)s2)cc1Cl
    -5, -3
- O=C(Nc1ccccn1)c1cccc(S(=O)(=O)N2CCCCC2)c1
    -6, -2
- COc1ccc(C2(C(=O)N3CCc4c(nc5cc[nH]n5c4=O)C3)CCCCC2)cc1
    -5, -1
- CC(C)(C)c1nnc(NC(=O)c2ccc(Cl)cc2Cl)s1
    0, -7
- CCCc1nc(C)c(-c2ccc(OC)c(OC)c2)c(=O)[nH]1
    -4, -5
- COc1ccc(C(=O)N2CC(c3ccccc3)C(c3nc(C)no3)C2)cc1 (stereo unspecified)
    -2, -6
- COc1ccc(C)cc1N1CCN(C(=O)c2cccc(C)c2)C(C)C1=O (stereo unspecified)
    -5, -4
- Cc1ccc(NC(=O)CSc2nc(C)c(Cc3ccccc3)c(=O)[nH]2)cc1
    -1, 1
- COc1ccc(N2C(=O)C(O)=C(C(C)=O)C2c2ccc([N+](=O)[O-])cc2)cc1 (stereo unspecified)
    -1, -3
- Cn1c(=O)c2c(nc(Oc3ccc(-n4cnnn4)cc3)n2C)n(C)c1=O
    6&-1, -58&-6
- Oc1c(C(Nc2ccccn2)c2ccncc2)ccc2cccnc12 (stereo unspecified)
    100*, 3
- C=CCN1CNC(CCSC)C1=O (stereo unspecified)
    -5, ·
- CCSc1sc(CC)cc1C(=O)O
    -1, -7
- CCOc1ccc(C2C(=O)N(C3CCCCC3)CC(=O)N2Cc2ccc(F)cc2)cc1OC (stereo unspecified)
    31, -8
- CC(C)CNC(=O)C1CCCN(c2nnc3ccc(C(F)(F)F)cn23)C1 (stereo unspecified)
    1, 2
- O=C(C1CC1)N1CCC(c2nncn2Cc2ccccc2)CC1
    0, 2
- COc1cccc(/C=C2\SC(=O)N(c3ccccc3)C2=O)c1O
    -3, -5
- Cc1cccc(C(=O)N2CCCC(C(=O)Nc3ccc(N4CCC(C)CC4)cc3)C2)c1 (stereo unspecified)
    46, -8
- OCC1CCCN1Cc1c(F)cccc1Cl (stereo unspecified)
    -1, -4
- Cc1nn(C)c(C)c1CNC(=O)c1ccc2c(c1)NC(=O)C1CCCCN21 (stereo unspecified)
    7, -3
- O=C(Cc1nc(-c2ccccc2)n[nH]1)Nc1ccccc1
    -2, -5

An excerpt from above in order of formula weight, rising:
Every second line gives: mHTT CaM bind, Pf apPOL block
- CCc1ccccc1NC(=O)C(=O)NCc1ccc(F)cc1
    -11, -11
- Cc1c(F)cccc1N1CCC(C(=O)NCc2ccccc2)C1=O (stereo unspecified)
    -4, -10
- Cc1cccc(C(=O)N2CCCC(C(=O)Nc3ccc(N4CCC(C)CC4)cc3)C2)c1 (stereo unspecified)
    46, -8

In the list so far, 5 have bromine.
Every second line gives: mHTT CaM bind, Pf apPOL block
- CCC(=O)Nc1ccc(NC(=O)c2ccc(Br)o2)cc1
    -1, -6
- Cn1c(=O)[nH]c(=O)c2c1nc(Br)n2CCN1C(=O)c2ccccc2C1=O
    0, -2
- Cc1cc(Br)cc(C)c1NC(=O)C(C)C
    -7, -11
- [O-]/[N+](=N/OCc1ccccc1)c1cccc(Br)c1
    i, ·
- Cc1ccc(NC(=O)CNS(=O)(=O)c2ccc(Br)s2)cc1Cl
    -5, -3

The list goes on.
Every second line gives: mHTT CaM bind, Pf apPOL block
- O=C(CNS(=O)(=O)c1ccc(Br)s1)NCc1ccc(F)cc1
    -3, -2
- Cc1ccc(NS(=O)(=O)c2ccc3c(c2)CCN3C(=O)C2CC2)c(Cl)c1
    6, 1
- O=C1CSC(c2cn(-c3ccccc3)nc2-c2ccccc2)N1Cc1ccco1 (stereo unspecified)
    59*, -3
- CCCCCCN1C[C@H](O)[C@@H](n2cc(-c3ccc(F)cc3)nn2)C[C@@H]1c1ccccc1
    4, -4
- COc1ccc(NC(=O)Nc2ccc(Cl)cn2)cc1
    2, 1
- CCN(CC)CCSc1nnc2c3ccccc3n(CC(N)=O)c2n1
    -4, -2
- Cc1ccc(S(=O)(=O)N2CCN(C(=O)c3ccccc3)C2C(C)C)cc1 (stereo unspecified)
    -10, -7
- COC(=O)c1cc(-c2nc(-c3ccc(Cl)cc3Cl)cs2)c(SC)s1
    ·, 4
- O=C(C1c2ccccc2Oc2ccccc21)N1CCN(c2ccc([N+](=O)[O-])cc2)CC1
    -2, 16
- N#CC1=C(N)N(c2ccc(F)cc2)C2=C(C(=O)CCC2)C1c1cccnc1 (stereo unspecified)
    -2, -2
- O=C(C1CCC(CNS(=O)(=O)c2ccc(Br)s2)CC1)N1CCCCCC1 (stereo unspecified)
    -3, -3
- CCC(CC)C(=O)Nc1ccc(OC)cc1
    -1, -3
- COC(C(=O)NCc1cccnc1)c1ccccc1 (stereo unspecified)
    -2, 4
- CN1CC2c3ccccc3OC(c3ccc4c(c3)OCO4)C2([N+](=O)[O-])O1 (stereo unspecified)
    96*, ·
- O=C(c1csc(COc2cc(Cl)ccc2Cl)n1)N1CCCC1
    7, -2
- Cc1ccc(NC(=O)Cn2c(=O)sc3ccccc32)cc1
    1, -3
- CCOC(=O)Cn1cnc2c(-c3ccc(Br)cc3)csc2c1=O
    6, -13
- Cc1ccc(OCCCN2CCOCC2)c([N+](=O)[O-])c1
    0, -2
- Cc1cc(OCC2CN(C(=O)c3ccc(C(F)(F)F)nc3)CCO2)ccc1Cl (stereo unspecified)
    -3, -8

Record cards, from the list above. Screens in order: mHTT CaM bind	Pf apPOL block
Listed for `N#CC1=C(N)N(c2ccc(F)cc2)C2=C(C(=O)CCC2)C1c1cccnc1` (stereo unspecified) = -2	-2
Listed for `Cc1ccc(S(=O)(=O)N2CCN(C(=O)c3ccccc3)C2C(C)C)cc1` (stereo unspecified) = -10	-7
Listed for `COc1ccc(NC(=O)Nc2ccc(Cl)cn2)cc1` = 2	1
Listed for `O=C(CNS(=O)(=O)c1ccc(Br)s1)NCc1ccc(F)cc1` = -3	-2
Listed for `Cc1ccc(OCCCN2CCOCC2)c([N+](=O)[O-])c1` = 0	-2
